A350 fluor – A350 region autofluorescence; max dye-equivalent concentration, M; AID 590; Compound autofluorescence, 340/450 nm, Alexa 350 dye-equivalents; active compounds read high; 11% of 59,000 active; in the data active = max dye-equivalent concentration above about 10 nM; inconclusive = mostly about 1.1 nM to 9.6 nM
Fluorescein autfl – compound autofluorescence in fluorescein spectral region. 0.91% of 59,000 active. Compound autofluorescence, 480/540 nm, fluorescein-equivalent; active compounds read high. max fluorescein-equivalent concentration, M. AID 593; in the data active = max fluorescein-equivalent concentration above about 10 nM; inconclusive = between about 1.1 nM and that limit
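Library compounds, added at multiple concentrations to pH 8.0 Tris buffer (100 mM), incubate 15 min at room temperature before CCD imaging at 480 nm excitation and 540 nm emission.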
HEK293 cAMP ctrl – raises cAMP in parental HEK293 cells, TSHR agonist counter-screen. parental HEK293 CNG cAMP sensor, membrane potential fluorescence. Potency, µM (titrated, usually from 57.1 µM), without a hit: at the top dose activation, actives largely listed as activators. 2.5% of 73,000 active. AID 938; also: potency is read from the fitted curve at half-maximal effect; % of control where 0% means no effect; nearly all actives have a fitted effect of over 55% in size
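Parental HEK 293 cells stably expressing a cAMP-gated CNG channel were loaded with membrane potential dye containing 100 uM RO 20-1724 for 60 min. Compound added for 30 min; depolarization read as fluorescence intensity at 590 nm.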
BRCT inh red – disrupts BRCA1 BRCT binding to phosphoprotein, red fluorophore readout; 0.03% of 75,000 active; BRCT-phosphopeptide binding, red fluorescence polarization; Potency, µM (doses to about 76.9 µM), without a hit: at the highest dose activity change, negative = inhibition, usual class: inhibitors; also: % is scaled to controls: 0 for no effect and ±100 for the full control effect
Target sequence (P38398 whole entry, looked up): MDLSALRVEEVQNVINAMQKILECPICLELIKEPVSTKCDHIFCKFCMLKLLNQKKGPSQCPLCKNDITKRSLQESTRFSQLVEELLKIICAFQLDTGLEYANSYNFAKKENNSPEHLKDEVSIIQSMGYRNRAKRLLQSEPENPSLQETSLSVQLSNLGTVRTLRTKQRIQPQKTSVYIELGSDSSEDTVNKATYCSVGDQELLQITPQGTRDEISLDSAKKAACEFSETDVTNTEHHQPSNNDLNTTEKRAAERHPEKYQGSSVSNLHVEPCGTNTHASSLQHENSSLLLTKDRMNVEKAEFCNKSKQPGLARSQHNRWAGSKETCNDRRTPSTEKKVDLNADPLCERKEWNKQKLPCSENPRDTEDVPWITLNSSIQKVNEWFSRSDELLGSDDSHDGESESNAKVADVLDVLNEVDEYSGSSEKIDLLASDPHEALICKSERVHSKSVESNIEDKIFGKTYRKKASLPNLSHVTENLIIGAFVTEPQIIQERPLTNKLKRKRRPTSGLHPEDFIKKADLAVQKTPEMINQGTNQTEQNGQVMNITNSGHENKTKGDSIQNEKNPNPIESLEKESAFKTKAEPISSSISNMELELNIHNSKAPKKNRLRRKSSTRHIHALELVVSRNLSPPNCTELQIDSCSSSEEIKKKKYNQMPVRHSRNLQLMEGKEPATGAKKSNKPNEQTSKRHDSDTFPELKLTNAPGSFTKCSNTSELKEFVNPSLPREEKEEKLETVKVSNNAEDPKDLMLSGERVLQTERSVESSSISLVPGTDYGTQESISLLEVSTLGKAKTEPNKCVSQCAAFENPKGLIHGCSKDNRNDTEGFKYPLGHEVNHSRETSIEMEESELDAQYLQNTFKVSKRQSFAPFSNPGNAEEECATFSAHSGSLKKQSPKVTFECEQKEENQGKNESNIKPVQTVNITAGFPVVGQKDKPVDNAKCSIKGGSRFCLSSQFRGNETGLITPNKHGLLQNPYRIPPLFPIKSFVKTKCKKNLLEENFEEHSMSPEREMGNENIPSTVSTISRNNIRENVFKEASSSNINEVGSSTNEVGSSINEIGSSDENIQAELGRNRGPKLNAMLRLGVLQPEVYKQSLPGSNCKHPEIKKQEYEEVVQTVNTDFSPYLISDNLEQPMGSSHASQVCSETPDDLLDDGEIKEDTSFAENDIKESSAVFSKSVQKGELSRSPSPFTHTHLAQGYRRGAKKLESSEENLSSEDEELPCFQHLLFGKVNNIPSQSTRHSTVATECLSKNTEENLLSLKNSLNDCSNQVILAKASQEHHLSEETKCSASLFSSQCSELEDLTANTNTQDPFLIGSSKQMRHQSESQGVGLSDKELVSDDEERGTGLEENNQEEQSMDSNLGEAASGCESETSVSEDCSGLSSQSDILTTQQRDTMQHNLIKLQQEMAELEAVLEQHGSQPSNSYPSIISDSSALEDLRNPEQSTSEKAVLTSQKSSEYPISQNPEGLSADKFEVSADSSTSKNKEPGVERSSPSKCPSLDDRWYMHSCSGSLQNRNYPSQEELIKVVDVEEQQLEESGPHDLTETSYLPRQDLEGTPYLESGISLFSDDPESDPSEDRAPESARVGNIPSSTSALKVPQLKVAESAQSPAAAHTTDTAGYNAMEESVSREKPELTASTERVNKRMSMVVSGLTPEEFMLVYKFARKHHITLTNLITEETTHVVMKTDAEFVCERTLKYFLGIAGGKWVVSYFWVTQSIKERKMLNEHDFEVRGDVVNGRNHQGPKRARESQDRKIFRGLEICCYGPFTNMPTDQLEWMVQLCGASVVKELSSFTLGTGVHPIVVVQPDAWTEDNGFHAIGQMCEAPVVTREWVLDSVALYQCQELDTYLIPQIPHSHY
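Fluorescence polarization: 100 nM His-tagged BRCA1 BRCT with 100 nM TAMRA-labelled phospho-BACH1 decapeptide, phosphate buffer pH 7.3 with 150 mM NaCl, DTT, 0.01% Tween 20; 12 min RT. Binding inhibition seen as FP decrease.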
USP2a inhib – blocks human ubiquitin-specific protease USP2a; O75604; USP2a enzymatic assay, qHTS inhibition; Potency, µM (highest dose often 38.3 µM), without a hit: at the top dose activity change, negative = inhibition, actives largely listed as inhibitors; 0.1% of 60,000 active;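 also: potency is read from the fitted curve at half-maximal effect; nearly all actives have a fitted effect of over 60% in size; plate controls were DMSO for no effect and NEM full inhibition control for full effect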
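Inhibition is measured in a cell-free coupled assay with 20 nM USP2 core, 20 nM Ub-PLA2 and 20 uM NBD C6-HPC, 2.5 h incubation. Activity normalized to NEM control.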
TexasRed autofl – Texas Red region autofluorescence | Compound fluorescence, Texas Red channel, 547/618 nm; active compounds read high | max dye-equivalent concentration, M | 0.06% of 59,000 active; in the data active = max dye-equivalent concentration above about 10 nM; inconclusive = between about 1.1 nM and that limit
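Fluorescence at ex 547/em 618 nm, normalized against an on-plate Texas Red standard series to give dye-equivalent concentration per compound concentration. Buffer 100 mM Tris, pH 8.0; 15 min RT incubation before CCD imaging.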
Rhodamine autofl – compound autofluorescence in rhodamine spectral region; max dye-equivalent concentration, M; Rhodamine-region fluorescence, 547/598 nm, Tris buffer; active compounds read high; 0.05% of 59,000 active; AID 594; in the data active = max dye-equivalent concentration above about 11 nM; inconclusive = between about 1.1 nM and that limit
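qHTS spectral profiling of compounds without any target or enzyme present, in pH 8.0 Tris buffer; plates were read after a 15-minute room-temperature incubation using the rhodamine-region filter set.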
Casp1 inh – allosteric or competitive inhibitors of human caspase-1; Caspase-1 enzyme, Ac-WEHD-AFC fluorogenic rate; Potency, µM (highest dose often 57.5 µM), inactives show top-dose activity change, negative = inhibition, hits mostly inhibitors; AID 900; P29466; 0.03% of 75,000 active;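 also: potency is read from the fitted curve at half-maximal effect; plate controls were vehicle for no effect and no substrate for full effect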
BRCT inh green – blocks human BRCA1 BRCT binding to phosphopeptide, green readout | AID 875 | Potency, µM (doses to about 76.9 µM), without a hit: at the highest dose activity change, negative = inhibition, actives largely listed as inhibitors | 0.05% of 75,000 active | BRCA1 BRCT-phosphopeptide binding, green fluorescence polarization;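 also: potency is read from the fitted curve at half-maximal effect; plate controls were peptide without protein for full effect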
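Fluorescence polarization: His-tagged BRCT (~35 kDa BRCA1 C-terminus, 250 nM) bound to 100 nM fluorescein-labeled phosphorylated 10-aa BACH1 peptide, pH 7.3 phosphate buffer with DTT and Tween 20. Compounds incubated 12 min at room temperature; inhibition read as lowered polarization.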
Caspase-7 inhib – caspase-7 (human) inhibition, allosteric or competitive; P55210; recombinant caspase-7, Ac-DEVD-AFC fluorescence rate; Potency, µM (titrated, usually from 57.5 µM), inactives show at the top dose activity change, negative = inhibition, usual class: inhibitors; 0.02% of 75,000 active; AID 889; active = well fitted inhibition curve with a large enough effect in the main read-out, with a control signal flat, not every such curve was filed as active; inconclusive = small, poorly fitted or top-dose-only effect, or a change in a side signal; also: potency is read from the fitted curve at half-maximal effect; % of control where 0% means no effect
4MU fluor – compound fluoresces in the 4-MU spectral region; compound autofluorescence, 340/450 nm, 4-MU equivalents; active compounds read high; 11% of 59,000 active; max dye-equivalent concentration, M; AID 589; in the data active = max dye-equivalent concentration above about 10 nM; inconclusive = mostly about 1.1 nM to 9.6 nM
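Compounds in 100 mM Tris, pH 8.0, incubated 15 min at room temperature, then fluorescence read at 340 nm excitation/450 nm emission. Signal converted to 4-MU dye-equivalent concentration using an on-plate six-point 4-MU standard curve.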
Starred values were filed as active, the others as inactive; i = inactive; ? = inconclusive; · = no result given; [ ] = remark or other dose. Unless noted, calls follow the shape of the dose curve; as a rule, active = well fitted curve in the direction sought with a large enough effect; inconclusive = small, poorly fitted or top-dose-only effect, or another doubt; inactive = no such curve, though single readings can be large; an effect the other way counts as inactive or inconclusive. This is a subset; rates above refer to the full screens.

SMILES	A350 fluor	Fluorescein autfl	HEK293 cAMP ctrl	BRCT inh red	USP2a inhib	TexasRed autofl	Rhodamine autofl	Casp1 inh	BRCT inh green	Caspase-7 inhib	4MU fluor
CC(C)c1nc(N2CCOCC2)c(C#N)c2c1CCC2	6.2e-08M*	i	·	·	·	i	i	·	·	·	5.2e-08M*
NC(N)=NC(N)=Nc1ccc(S(=O)(=O)O)cc1	i	i	2%[11.4 µM]	0.8%[15.4 µM]	·	i	i	2%[11.5 µM]	1.3%[15.4 µM]	-1%[11.5 µM]	i
Cc1cc(S(=O)(=O)NCc2ccc(S(N)(=O)=O)cc2)c(C)s1	i	i	0%	-0.5%	1%	i	i	-1%	-2.1%	0%	i
N#CCCNC(=O)CCN1CCOCC1	?	i	-1%	-0.3%	9%	i	i	-1%	0.0%	1%	?
COc1ccc(O[C@H]2C=C[C@@H](c3ccccc3)O[C@H]2CO/N=C\C[C@@H]2C=C[C@H](OC(C)=O)[C@H](COC(C)=O)O2)cc1	·	·	2%[11.4 µM]	0.5%[15.4 µM]	·	·	·	-3%[11.5 µM]	-0.6%[15.4 µM]	0%[11.5 µM]	·
O=C(Nc1ccc(S(=O)(=O)N2CCCCCC2)cc1)c1ccco1	·	·	?	0.4%	17%[7.66 µM]	·	·	-4%	-1.3%	0%	·
Cc1cc2oc(=O)cc(CN3CCN(Cc4ccc5c(c4)OCO5)CC3)c2cc1C	?	i	-21%	-1.2%	37%[activator]	?	i	-2%	-2.3%	-1%	i
O=c1[nH]c2sc3c(c2c(=O)n1Cc1ccccc1)CCC3	?	?	·	·	·	i	i	·	·	·	i
CCOC(=O)Cc1csc(SCC(=O)c2c(N)n(CC(C)C)c(=O)n(C)c2=O)n1	i	?	?	-1.6%	-1%	i	i	0%	-8.7%	0%	i
COC(=O)c1ccccc1NC(=O)CN(C)S(=O)(=O)c1cc(C)ccc1OC	i	?	?	-2.4%	3%	i	i	1%	1.4%	-1%	i
CC1(C)S[C@@H]2[C@H](NC(=O)Cc3ccccc3)C(=O)N2[C@H]1C(=O)O	i	?	5%[25.6 µM]	-0.5%[34.4 µM]	-7%[17.1 µM]	i	i	-2%[25.7 µM]	0.1%[34.4 µM]	1%[25.7 µM]	i
CS(=O)(=O)N(CC(=O)Nc1ccc2c(c1)OCO2)c1ccccc1	i	i	-1%	-0.1%	16%	i	i	1%	0.1%	-4%	i
C=C[C@@]1(C)C=C2CC[C@@H]3[C@](C)(CCC[C@@]3(C)C(=O)O)[C@H]2CC1	i	i	-22%	·	·	i	i	·	·	·	i
CCn1ncc(C2=NOC(C(=O)Nc3cccc(C(C)=O)c3)C2)c1C (stereo unspecified)	·	·	0%	-2.5%	·	·	·	-1%	1.3%	1%	·
Fc1cccc(Cl)c1Cn1nnc2c(NCc3ccccn3)ncnc21	i	?	?	-2.1%	1%	i	i	-3%	3.2%	-1%	i
COC(=O)c1cc(OC)c(=O)c2c(OC)c(OC)ccc2c1	·	·	·	-0.6%	-13%	·	·	-3%	-2.6%[3.08 µM]	0%	·
O=C1c2oc3ccccc3c(=O)c2C(c2cccnc2)N1CCCN1CCOCC1 (stereo unspecified)	?	?	1%	0.2%	3%	i	i	-5%	-1.2%	-4%	?
CCC(=O)N1CCN(c2ccc(NC(=O)c3ccc4c(c3)OCO4)cc2)CC1	i	i	-6%	-2.9%	7%	i	i	-1%	-2.3%	2%	i
CC1=C(C#N)C(NC(=O)C2CC2)(C(F)(F)F)C(=O)N1 (stereo unspecified)	i	?	1%	2.4%	-11%	i	i	0%	-1.7%	-2%	i
CCSCc1nnc(SCC(=O)Nc2cccc(SC)c2)n1C	i	i	12%	-1.1%	-2%	i	i	-1%	1.0%	-1%	i
Cc1nonc1NC(=O)c1ccc(Cl)c(S(=O)(=O)N2CCCCC2)c1	i	i	?	-0.2%	12%	i	i	0%	-2.7%	0%	i
Cc1cc(NC(=O)CC(CN(C)S(=O)(=O)c2ccccc2)c2ccccc2)no1 (stereo unspecified)	·	·	?	-2.6%	·	·	·	1%	-4.6%	0%	·
COC(=O)c1cc(COC(=O)c2ccc(OC)c(S(=O)(=O)N3CCCC3)c2)oc1C	i	i	?	-0.9%	4%	i	i	-1%	0.8%	-4%	i
O=C(CCCn1c(=S)[nH]c2cc3c(cc2c1=O)OCO3)NC1CC1	i	i	16%	-0.8%	-5%	i	i	-2%	-0.3%	0%	i
CCN(CC)CCCN1C(=O)c2oc3ccccc3c(=O)c2C1c1cccnc1 (stereo unspecified)	1.3e-08M*	?	-3%	0.6%	0%	i	i	-4%	-0.3%	-5%	1.2e-08M*
Cc1ccc(-n2nnnc2SCC(=O)c2cc(C)n(CC3CCCO3)c2C)cc1 (stereo unspecified)	i	i	17%	-0.8%	3%	?	i	0%	-0.7%	-1%	i
Cc1ccc(S(=O)(=O)N2CCCC2C(=O)OCc2ccco2)cc1 (stereo unspecified)	i	i	6%	0.3%	-8%	i	i	-1%	0.4%	-1%	i
N#Cc1cccc(-c2nccc(NCc3ccccc3)n2)c1	4.8e-08M*	?	12%	-1.2%	-9%	i	i	-2%	0.2%	-7%	4.3e-08M*
CCC(=O)Nc1cc(-c2nnc(OC)c3ccccc23)ccc1N1CCOCC1	i	?	4%	1.0%	10%	i	i	-2%	-1.4%	0%	i
CN1C(=O)c2ccccc2C(C(=O)NCCCN2CCCC2)C1c1c[nH]c2ccccc12 (stereo unspecified)	i	?	6%	0.3%	0%	i	i	-1%	-1.1%	-2%	i
O=C(CSc1nnnn1-c1cccnc1)NCc1cccs1	i	i	0%	-0.3%	-6%	?	i	-3%	-0.4%	1%	i
COc1ccccc1-n1nnnc1SCc1cc2c(cc1Br)OCO2	i	i	?	0.8%	-14%	i	i	-1%	-1.5%	-3%	i
Cc1ccc(S(=O)(=O)NCCC(=O)NC2CCCC2)cc1	?	i	7%	-0.4%	-9%	i	i	2%	-2.6%	-1%	i
CCOC(=O)c1ccc(NS(=O)(=O)c2ccc3c(c2)CCCN3C(C)=O)cc1	i	i	12%	-1.8%	18%	?	i	1%	-0.5%	-1%	i
CCCOc1ccc(NC(=O)C2CC(=O)N3CCCN=C3S2)cc1 (stereo unspecified)	2.3e-08M*	i	?	0.2%	-17%	i	i	-3%	-1.1%	-3%	3.2e-08M*
CCOC(=O)c1ccc(NC(=O)C2CCN(S(=O)(=O)CC)CC2)cc1	i	?	-6%	0.2%	11%	i	i	-6%	-3.1%	2%	i
Cc1cc(C(=O)NCCC2=CCCCC2)c(C)o1	i	i	25%	-0.2%	3%	i	i	-2%	1.0%	-1%	i
CNC(=O)c1cc(C)c(-c2ccccc2)s1	i	i	-2%	0.8%	27%	i	i	-1%	3.5%	-2%	i
CC(=O)/C=C(/C)NC(Cc1c[nH]c2ccccc12)C(=O)O (stereo unspecified)	i	i	17%	-2.1%	-2%	i	i	-5%	-0.4%	-2%	i
C[C@@]12C=CC(=O)C=C1CC[C@@H]1C2=CC[C@]2(C)[C@@H]1CC[C@H]2C(=O)CN1CCN(c2cc(N3CCCC3)nc(N3CCCC3)n2)CC1	i	?	-12%	1.6%	21%	i	i	3%	0.7%	0%	i

Quoted at random: 3 records from the list, in no set order.
SMILES	A350 fluor	Fluorescein autfl	HEK293 cAMP ctrl	BRCT inh red	USP2a inhib	TexasRed autofl	Rhodamine autofl	Casp1 inh	BRCT inh green	Caspase-7 inhib	4MU fluor
CNC(=O)c1cc(C)c(-c2ccccc2)s1	i	i	-2%	0.8%	27%	i	i	-1%	3.5%	-2%	i
N#Cc1cccc(-c2nccc(NCc3ccccc3)n2)c1	4.8e-08M*	?	12%	-1.2%	-9%	i	i	-2%	0.2%	-7%	4.3e-08M*
COC(=O)c1cc(COC(=O)c2ccc(OC)c(S(=O)(=O)N3CCCC3)c2)oc1C	i	i	?	-0.9%	4%	i	i	-1%	0.8%	-4%	i

(more compounds)
SMILES	A350 fluor	Fluorescein autfl	HEK293 cAMP ctrl	BRCT inh red	USP2a inhib	TexasRed autofl	Rhodamine autofl	Casp1 inh	BRCT inh green	Caspase-7 inhib	4MU fluor
CCOC(=O)CCNC(=O)Nc1ccc2nc(C)n(Cc3cccc(Cl)c3)c(=O)c2c1	i	?	5%	0.0%	22%	i	i	-2%	0.2%	-1%	i
COc1ccc(C(=O)N2CCCC2)cc1S(=O)(=O)N1CCOCC1	i	i	3%	-0.6%	-3%	i	i	0%	1.8%	0%	i
CCc1nnc(NC(=O)c2cccs2)s1	·	·	-5%	-1.1%	·	·	·	-2%	-1.1%	0%	·
Cc1ccc(N2C(=O)c3oc4ccccc4c(=O)c3C2c2cccc(O)c2)nc1 (stereo unspecified)	·	·	-11%	0.1%	·	·	·	-1%	-1.3%	-20%	·
CC1Cc2ccccc2N1S(=O)(=O)c1cnc[nH]1 (stereo unspecified)	i	i	6%	-0.2%	-4%	i	i	-1%	1.7%	5%	i

Two of the compounds above, as a markdown table:
| SMILES | A350 fluor | Fluorescein autfl | HEK293 cAMP ctrl | BRCT inh red | USP2a inhib | TexasRed autofl | Rhodamine autofl | Casp1 inh | BRCT inh green | Caspase-7 inhib | 4MU fluor |
| --- | --- | --- | --- | --- | --- | --- | --- | --- | --- | --- | --- |
| COc1ccc(C(=O)N2CCCC2)cc1S(=O)(=O)N1CCOCC1 | i | i | 3% | -0.6% | -3% | i | i | 0% | 1.8% | 0% | i |
| CCOC(=O)CCNC(=O)Nc1ccc2nc(C)n(Cc3cccc(Cl)c3)c(=O)c2c1 | i | ? | 5% | 0.0% | 22% | i | i | -2% | 0.2% | -1% | i |

Bioassay records (PubChem)
